NPY-Y2 PAM-ag = NPY-Y2 potentiators or agonists, primary screen, cell-based; Neuropeptide Y receptor type 2 (Homo sapiens), P49146; cells expressing NPY-Y2, potentiator/agonist read-out; activation, % at 3.6 µM; actives 0.45% (n = 220,000); in the data active = activation above about 27%;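 also: cells stimulated with NPY near EC25 plus isoproterenol at EC100; 0% = vehicle plus submaximal agonist and 100% = vehicle plus saturating agonist; some results beyond the cut were filed as inactive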
S1P4 antagonist = S1P4 receptor antagonists, primary screen, cell-based | actives 0.26% (n = 220,000) | S1P4-expressing cells, antagonist mode, reporter read-out | Sphingosine 1-phosphate receptor 4 (Homo sapiens), O95977 | inhibition, % at 4.98 µM; in the data active = inhibition above about 29%;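 also: 0% = wells stimulated with agonist and 100% = vehicle wells without agonist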
Target sequence (O95977 whole entry, looked up): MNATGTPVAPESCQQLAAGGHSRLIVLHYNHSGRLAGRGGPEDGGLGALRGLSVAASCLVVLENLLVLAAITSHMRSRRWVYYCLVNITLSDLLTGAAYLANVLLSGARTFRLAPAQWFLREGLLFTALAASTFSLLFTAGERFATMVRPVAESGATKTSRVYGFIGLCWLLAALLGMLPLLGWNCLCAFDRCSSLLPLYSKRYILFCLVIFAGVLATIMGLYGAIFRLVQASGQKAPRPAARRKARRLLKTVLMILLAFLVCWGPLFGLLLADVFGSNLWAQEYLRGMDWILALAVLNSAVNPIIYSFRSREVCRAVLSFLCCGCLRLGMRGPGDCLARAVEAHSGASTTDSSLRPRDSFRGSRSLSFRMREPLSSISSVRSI
NPY1 pot ag = NPY-Y1 receptor potentiators or agonists, primary screen, cell-based; actives 0.37% (n = 220,000); Neuropeptide Y receptor type 1 (Homo sapiens), P25929; activation, % at 3.6 µM; NPY-Y1 expressing cells, potentiator/agonist activation; in the data active = activation above about 33%, passing the limit was not always enough;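 also: cells stimulated with NPY at EC10 then isoproterenol at EC100; 0% = low agonist plus stimulus and 100% = saturating agonist plus stimulus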
NPY Y1 blocker = NPY-Y1 receptor antagonists, primary screen, cell-based | Neuropeptide Y receptor type 1 (Homo sapiens), P25929 | HEK293-CNG Y1 cells, membrane potential fluorescence; NPY at EC95, then isoproterenol | inhibition, % at 3.6 µM | actives 1% (n = 200,000) | AID 1040, 2008;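 active = inhibition above the campaign mean inhibition of all tested compounds plus 3 SD, cut at about 20% in these data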;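 also: 0% = DMSO wells given NPY plus isoproterenol and 100% = isoproterenol alone without NPY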
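Material: HEK293 cells co-expressing NPY Y1 receptor and cyclic-nucleotide gated channel. Timing: compound incubation 1 h at room temperature, readout 45 min post-stimulation. Signal: fluorescence, membrane potential probe.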
S1P4 agonist = S1P4 receptor agonists, primary screen, cell-based; Sphingosine 1-phosphate receptor 4 (Homo sapiens), O95977; S1P4-expressing cell line, agonist reporter assay; activation, % at 4.98 µM; actives 0.35% (n = 220,000); AID 1509, 2009; in the data active = activation above about 11%;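 also: 0% = DMSO vehicle and 100% = reference agonist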
Ba/F3 V617F tox = reduced viability of JAK2V617F-dependent Ba/F3 cells, primary screen, JAK2V617F inhibitor project, cell-based, Ba/F3 EpoR-JAK2V617F, luminescence; actives 1.1% (n = 220,000); inhibition, % at 5.6 µM; AID 1446, 2008; ATP luminescence;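 active = inhibition above the campaign mean plus 3 SD over all tested compounds, cut at about 24% in these data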;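 also: cytokine-independent growth of Ba/F3 cells driven by EpoR plus mutant JAK2; 0% = DMSO-treated cells and 100% = JAK inhibitor I control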
RBBP9 inh = human RBBP9 inhibitors, primary screen, biochemical, fluorescence polarization, FP-Rh probe, HTS | actives 0.2% (n = 220,000) | Serine hydrolase RBBP9 (Homo sapiens), O75884 | inhibition, % at 7.94 µM | AID 1515, 2009 | recombinant RBBP9;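 active = inhibition above the campaign mean of all tested compounds plus 3 SD, cut at about 14% in these data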;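 also: plate controls were DMSO wells with RBBP9 for no effect and wells lacking RBBP9 protein for full effect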
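system = RBBP9 protein | input = RBBP9 at 2.5 µM in dispensed solution, before mixing | measured by = fluorescence polarization (mP), excitation 525 nm, emission 598 nm | incubation = enzyme-compound preincubation 30 min, then probe labeling 45 min, 25 °C | buffer or medium = Tris-NaCl-Pluronic buffer, pH 8.0 | compound = single dose 7.94 µM | also added = FP-Rh probe, 375 nM dispensing solution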
Runt-CBFb FRET = inhibitors of RUNX1 Runt–CBFb binding, primary screen, biochemical, FRET, Cerulean-Runt, Venus-CBFb, uHTS | Runt-related transcription factor 1 (Homo sapiens) + Core-binding factor subunit beta … | Cerulean-Runt/Venus-CBFb FRET ratio 530/480, 1 h | inhibition, % at 20 µM | actives 0.46% (n = 220,000) | AID 1496, 2009;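 active = inhibition over about 50% at 20 µM in the single-dose screen, limit read from the data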;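 also: 0% = DMSO wells and 100% = excess unlabeled CBFb competitor control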
Target sequence (Q01196 whole entry, looked up): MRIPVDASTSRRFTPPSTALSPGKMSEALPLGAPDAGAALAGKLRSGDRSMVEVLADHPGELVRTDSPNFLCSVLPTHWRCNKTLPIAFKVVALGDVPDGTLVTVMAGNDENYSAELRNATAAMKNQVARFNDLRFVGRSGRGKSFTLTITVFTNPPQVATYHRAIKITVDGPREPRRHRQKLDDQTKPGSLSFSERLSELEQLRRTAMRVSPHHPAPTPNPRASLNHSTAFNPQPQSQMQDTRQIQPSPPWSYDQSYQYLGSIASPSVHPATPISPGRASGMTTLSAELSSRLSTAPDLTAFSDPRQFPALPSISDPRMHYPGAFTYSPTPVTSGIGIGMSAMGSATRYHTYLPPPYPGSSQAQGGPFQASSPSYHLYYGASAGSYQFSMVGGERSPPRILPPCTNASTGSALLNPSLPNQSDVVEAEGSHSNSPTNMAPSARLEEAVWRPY
Target sequence (Q13951 whole entry, looked up): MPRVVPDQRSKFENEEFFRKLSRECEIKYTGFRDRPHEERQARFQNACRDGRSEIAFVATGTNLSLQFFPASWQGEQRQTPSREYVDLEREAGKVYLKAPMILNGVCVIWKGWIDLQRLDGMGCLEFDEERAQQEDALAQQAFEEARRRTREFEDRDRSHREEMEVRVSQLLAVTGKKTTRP
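Schedule: protein complex preformed 1 h, compound exposure 1 h, room temperature, dark; test system: Cerulean-labeled Runt domain protein; amount: 100 nM per protein; buffer or medium: Tris 50 mM pH 7.5, KCl, K2SO4, 0.01% BSA; read-out: loss of energy transfer signal; detection: FRET fluorescence; controls: 5 µM unlabeled CBFb as full-inhibition high control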
BaF3 parental = parental Ba/F3 cell viability inhibition, counter-screen for JAK2V617F inhibitor project, murine pro-B, CellTiter-Glo luminescence; actives 1.1% (n = 220,000); inhibition, % at 5.6 µM; CellTiter-Glo ATP luminescence;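 active = inhibition above a per-campaign cutoff, the mean inhibition of all tested compounds plus 3 SD, cut at about 27% in these data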;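 also: 0% = DMSO wells and 100% = JAK Inhibitor I control wells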
* = called active by the depositor; / = no result given.

SMILES	NPY-Y2 PAM-ag	S1P4 antagonist	NPY1 pot ag	NPY Y1 blocker	S1P4 agonist	Ba/F3 V617F tox	RBBP9 inh	Runt-CBFb FRET	BaF3 parental
C/C(CC(=O)Nc1ccc(Cl)c(Cl)c1)=N\NC(N)=S	14	3	12	-1	1.0	5	-9	1	9
COc1ccc(NC(=O)c2cccc([N+](=O)[O-])c2)cc1	3	28	12	-1	-1.5	4	1	-2	5
N#Cc1ccc(-c2ccc(OCC(=O)NCC(=O)Nc3ccc(F)c(F)c3F)cc2)cc1	-4	-15	-1	-3	1.8	0	-14	-1	5
Cc1ccc(S(=O)(=O)Oc2ccc(/C=C(/NC(=O)c3ccccc3)C(=O)NCCCC(=O)O)cc2)cc1	-2	7	-7	-2	-1.2	-4	3	3	-1
Clc1ccc(OCc2nc(-c3ccncc3)no2)c(Br)c1	-16	-5	-11	10	0.4	3	-2	-2	8
O=C(N1CCCCC1)N1CCN(C(c2ccccc2)c2ccccc2)CC1	-13	-12	3	4	4.0	-1	0	-1	4
COc1ccc(Cn2c(C)nnc2-c2cnn(C)c2N)cc1	-7	1	-1	3	-1.3	0	-4	1	7
O=C1CC(SC(=Nc2ccccc2)Nc2ccccc2)C(=O)N1c1ccc(Cl)cc1 (centres undefined)	21	-11	-12	-4	-4.6	-4	-2	-1	-2
COc1ccc(/C=N/N=C/c2c[nH]c(=O)c(C#N)c2Nc2ccccc2)cc1	8	-9	-10	7	-2.9	-4	-5	-2	-1
Cc1cc(=O)[nH]c(N2CCN(Cc3ccccc3)CC2)n1	8	-5	4	4	-1.5	3	-12	-1	6
Cc1cccc(NC(=O)COc2ccc(/C=N\n3cnnc3)cc2)c1	6	5	3	3	1.0	-2	-5	-1	4
CC(=O)Nc1ccc(/C=N/N2CCCCC2)cc1	0	3	1	2	-0.2	0	-11	0	-5
Cc1ccc(CNC(=O)CSc2ccsc2[N+](=O)[O-])cc1	-9	-3	-6	0	-3.1	-3	8	2	-1
O=C(NCCCN1CCOCC1)c1cc(-c2ccc(Br)cc2)on1	5	4	6	1	0.9	-2	-3	-1	2
Cc1cc(C)nc(SCCC(=O)Nc2ccc(F)cc2)n1	-1	2	11	-6	1.6	-6	-8	1	-1
COc1cccc(-c2nc(CS(=O)(=O)CC(=O)NCc3ccc(Cl)cc3)c(C)o2)c1	-18	-5	2	0	3.6	0	-4	-3	2
Cc1cccc(CN2C(=O)CCSc3ccc(Cl)cc32)c1	-8	-26	0	11	0.0	-2	-5	0	-1
CCCCNC(=O)[C@H](Cc1c[nH]c2ccccc12)NC(=O)c1ccccc1Cl	-5	-18	10	-5	1.4	-6	6	1	2
CCOCC(=O)N1CCN(c2ccc(F)cc2)CC1	2	2	-20	9	-0.6	6	-5	1	4
CC1(C)OC(c2ccccc2)=C/C(=C/C=C2C(=O)c3ccccc3C2=O)O1	11	-2	-3	-2	-1.1	6	-3	/	9
Nc1nn2c(-c3ccccc3)cc(=O)[nH]c2c1N=Nc1ccc(Br)cc1	10	-19	1	6	0.5	-3	-3	-8	-2
CCn1c(COc2ccc3c(c2)CCCC3)nnc1SCC(=O)Nc1nccs1	-14	-12	-5	1	0.4	0	-6	6	-1
Cc1nc(C(C)NC(=O)CCc2nnc(-c3ccsc3)o2)cs1 (centres undefined)	7	0	1	-2	1.1	-1	-3	1	3
O=C(NCCCn1ccnc1)C(=O)NCc1ccc(Cl)cc1	1	-13	-9	1	-1.4	3	-8	-1	4
CC(C)c1cc(C(C)C)n2nc(N)nc2n1	2	0	-4	/	-0.3	2	-6	0	-1
COC1=C(Nc2ccccc2OC)C(=O)c2ccccc2C1=O	31	-4	37	/	-0.1	0	-3	-1	3
COc1cccc(C2CC(c3ccc(Cl)cc3)n3nc(N)nc3N2)c1 (centres undefined)	-8	-17	-4	7	1.7	-2	0	0	1
CC(=O)c1cccc(NC(=O)C2(c3ccccc3)CC2(Cl)Cl)c1 (centres undefined)	-10	10	-3	-1	-2.5	-1	2	-2	1
FC(F)(F)c1cccc(OCC2CNC(=S)O2)c1 (centres undefined)	4	9	5	/	0.6	2	-7	0	2
Cn1cc(SCC(=O)NCc2ccc3c(c2)OCO3)c2ccccc21	7	-9	-6	-4	-1.4	0	-12	2	7

Of the compounds above, these contain a thiophene ring, fused or not:
SMILES	NPY-Y2 PAM-ag	S1P4 antagonist	NPY1 pot ag	NPY Y1 blocker	S1P4 agonist	Ba/F3 V617F tox	RBBP9 inh	Runt-CBFb FRET	BaF3 parental
Cc1ccc(CNC(=O)CSc2ccsc2[N+](=O)[O-])cc1	-9	-3	-6	0	-3.1	-3	8	2	-1
Cc1nc(C(C)NC(=O)CCc2nnc(-c3ccsc3)o2)cs1 (centres undefined)	7	0	1	-2	1.1	-1	-3	1	3

Compound profiles (already shown). Screens in order: NPY-Y2 PAM-ag, S1P4 antagonist, NPY1 pot ag, NPY Y1 blocker, S1P4 agonist, Ba/F3 V617F tox, RBBP9 inh, Runt-CBFb FRET, BaF3 parental
`CC(=O)c1cccc(NC(=O)C2(c3ccccc3)CC2(Cl)Cl)c1` (centres undefined) as listed: -10, 10, -3, -1, -2.5, -1, 2, -2, 1
`Clc1ccc(OCc2nc(-c3ccncc3)no2)c(Br)c1` as listed: -16, -5, -11, 10, 0.4, 3, -2, -2, 8

(next part)
SMILES	NPY-Y2 PAM-ag	S1P4 antagonist	NPY1 pot ag	NPY Y1 blocker	S1P4 agonist	Ba/F3 V617F tox	RBBP9 inh	Runt-CBFb FRET	BaF3 parental
COc1ccc2[nH]c(=O)c(CN(Cc3ccco3)Cc3nnnn3Cc3ccccc3)cc2c1	0	9	-10	-4	-0.9	1	-7	-5	0
Cc1csc(NC(=O)c2cc(-c3ccncc3)nc3ccccc23)n1	-3	2	-1	0	0.2	-1	-6	-2	1
CC1NC(=O)NC1CCCCCC(=O)Nc1ccc(F)c(Cl)c1 (centres undefined)	-3	-10	7	3	-0.8	-4	0	0	-1
[O-]C1=N/[N+](=C/c2ccccc2)CC1	8	0	13	/	0.3	0	2	2	-1
O=C1CC(C(=O)NCCc2ccccc2)SC(=Nc2ccccc2)N1 (centres undefined)	-23	-7	1	/	-0.6	1	-3	-1	0
Cc1csc(NC(=O)CSc2nnc(-c3ccccn3)n2-c2ccc(C)c(C)c2)n1	-11	0	-4	-4	-0.1	1	-3	-4	3
O=C(CS(=O)(=O)c1c[nH]c2ccccc12)N1CCCc2ccccc21	0	-19	3	6	1.6	0	-8	0	4
CCOC(=O)C(CC)/C(C)=N\NC(=O)c1cccc(C)c1 (centres undefined)	-10	8	-3	-2	0.7	-3	3	-2	0
CCOC(=O)C1CCN(c2ncnc3c2cnn3-c2ccc(OC)cc2)CC1	-8	5	-19	2	0.4	3	4	/	2
O=S1(=O)c2cccc3cccc(c23)N1Cc1ccc(-c2nnco2)cc1	15	-7	15	-3	1.6	-1	-7	2	6
CN(C(=O)COc1ccccc1)c1nnc(-c2cccnc2)s1	6	-17	-1	-2	-1.4	0	-6	1	1
CCOc1ccc(CNCc2cccnc2)cc1	-19	-14	-5	-3	1.0	1	-3	-2	3
CCCC(=O)Nc1nc2ccc(OC)cc2s1	24	-15	1	-3	0.8	-3	-6	-1	3
Cc1ccc(NC(=O)CCn2c(=O)[nH]c3ccsc3c2=O)cc1	-19	-10	-1	4	1.5	0	-6	2	12
COc1ccc(NS(=O)(=O)c2ccc3nc(COc4ccc(C#N)cc4)[nH]c3c2)cc1	-10	-7	-17	4	1.0	-3	-24	2	5
O=C(Nc1cccc(S(=O)(=O)NC2=NCCCCC2)c1)C1COc2ccccc2O1 (centres undefined)	-15	-9	-11	2	1.0	2	-8	0	5
CCS(=O)(=O)N1CCC(C(=O)NCc2cccs2)CC1	4	-7	15	2	-0.5	-2	6	2	4
CCCc1cc(C(=O)Nc2cccc(Cl)c2)no1	-5	-8	2	-5	-0.8	-3	-9	-1	1
Nc1cccc(S(=O)(=O)Nc2ccc(Br)cc2)c1	12	3	12	/	0.8	1	-11	0	-3
CCn1c(=N)n(CC(O)COc2ccc(C)cc2)c2ccccc21 (centres undefined)	-39	-5	-39	/	0.4	-1	-9	0	0
COc1ccc(CN2C(=O)[C@@H]3C(c4ccccc4Cl)=NO[C@@H]3C2=O)cc1	-7	3	-28	-1	0.8	-2	3	1	-2
O=C(Nn1c(-c2ccc(F)cc2)nc2ccccc2c1=O)C1CCCCC1	-6	-12	-4	0	-1.4	-3	2	0	3
CCc1ccccc1N1CN(Cc2cccnc2)CNC1=S	-6	8	-7	/	-0.4	-2	3	3	3
Cc1ccc(C(C)C)c(OCc2ccc(-c3nnco3)cc2)c1	5	-1	15	9	-1.7	-4	-7	-10	7
Cc1ccc(S(=O)(=O)NNC(=O)c2sccc2-n2cccc2)cc1	-6	-14	21	1	-1.4	-2	-1	-1	5
COc1ccc(C(C(=O)NCC2CCCO2)N(C(=O)CNC(=O)c2cccs2)c2ccccc2)cc1OC (centres undefined)	-1	6	1	0	1.6	-1	-8	0	5
Cc1ccccc1N/N=C/c1ccc(C#N)cc1	-6	-11	-9	-1	2.1	-5	5	1	-3
c1ccc(N2CCN(c3ncccn3)CC2)cc1	-14	-9	-9	0	-0.3	-2	-4	0	-2
COc1ccc(/C=C/S(=O)(=O)NCc2ccccc2)cc1OC	4	0	-2	0	0.3	2	-12	-1	5
CCOc1ccc(C2CC(c3c(O)c4ccccc4oc3=O)=NN2c2ccccc2)cc1OC (centres undefined)	-1	-31	-9	2	0.0	5	-4	/	11
CC(C)C1CC(CCN2CCCCC2)(c2ccccc2)CCO1 (centres undefined)	-11	10	-8	2	-1.6	5	-15	-2	7
N#CC1=C(N)SC(N)=C(C#N)C1C1CC=CCC1 (centres undefined)	6	-9	-12	-4	5.9	0	0	4	5
CC(NS(=O)(=O)c1ccc(Br)cc1)C(=O)NCc1ccco1 (centres undefined)	-3	-19	-11	6	-0.6	4	-8	3	2
Cc1ccc(C(=O)COC(=O)CCC(=O)Nc2ccccc2Cl)cc1[N+](=O)[O-]	11	-16	9	6	-0.4	-3	5	2	3
CC1CN=C(N(C(=S)Nc2ccccc2)c2cccc(C(F)(F)F)c2)S1 (centres undefined)	8	5	16	/	0.3	-1	1	1	-1
Cc1ccc(C)c(S(=O)(=O)NCc2ccc(C(=O)N3CCC(Cc4ccccc4)CC3)cc2)c1	-23	-9	18	-3	-0.9	-1	-10	-2	8
COc1cc(/C=C(\NC(C)=O)C(=O)NC(C)(C)CC(C)(C)C)ccc1OC(C)=O	1	-8	7	0	0.6	-3	0	-2	3
